# ALDH1A1 block = inhibitors of human aldehyde dehydrogenase 1A1 | Purified ALDH1A1, NADH fluorescence, propionaldehyde substrate | Potency, µM (top dose mostly 75.3 µM), inactives show at the highest dose activity, negative = inhibition, hits mostly inhibitors | 7.3% of 220,000 active | AID 1030; active = well fitted inhibition curve with a large enough effect, not every such curve was filed as active; inconclusive = small, poorly fitted or top-dose-only effect, or another doubt; inactive = no such curve, though single readings can be large or run the other way;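 also: plate controls were no enzyme wells and a reference inhibitor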
# Target sequence (P00352 whole entry, looked up): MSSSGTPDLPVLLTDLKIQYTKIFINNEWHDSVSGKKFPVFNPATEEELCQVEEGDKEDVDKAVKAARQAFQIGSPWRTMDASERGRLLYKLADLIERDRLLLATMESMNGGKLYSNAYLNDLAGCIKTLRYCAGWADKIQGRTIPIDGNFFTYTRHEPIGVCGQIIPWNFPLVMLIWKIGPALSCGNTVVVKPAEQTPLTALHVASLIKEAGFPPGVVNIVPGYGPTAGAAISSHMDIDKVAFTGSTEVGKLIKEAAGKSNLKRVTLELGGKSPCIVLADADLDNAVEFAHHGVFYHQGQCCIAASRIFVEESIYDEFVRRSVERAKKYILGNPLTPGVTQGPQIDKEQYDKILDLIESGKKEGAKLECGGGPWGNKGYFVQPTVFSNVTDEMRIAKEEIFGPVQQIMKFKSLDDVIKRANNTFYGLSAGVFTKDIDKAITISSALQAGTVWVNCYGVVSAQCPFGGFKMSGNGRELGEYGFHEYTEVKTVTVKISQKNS
# Tau fluor cs = counter-screen for tau fibril formation inhibitors; tau K18 P301L Alexa594 fluorescence, heparin fibrillization; 0.93% of 280,000 active; Potency, µM (doses to about 57.7 µM), inactives show at the top dose activity change, negative = decrease; also: % is scaled to controls: 0 for no effect and ±100 for the full control effect; nearly all actives have a fitted effect of over 55% in size
#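 Human tau K18 P301L (15 uM unlabeled, 0.24 uM Alexa 594-labeled) in 100 mM sodium acetate pH 7 with 20 uM heparin, 6 hr at 37 C. ThT 30 uM added, 1 hr ambient; Alexa 594 FP and total fluorescence read at 555/632 nm.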
# NPSR antag = blocks cAMP signaling of the human neuropeptide S receptor | Q6W5P4 | CHO-NPSR cells, cAMP TR-FRET, antagonist mode | Potency, µM (titrated, usually from 38.3 µM), without a hit: at the top dose activity change, negative = inhibition, most hits filed as inhibitors | 1% of 220,000 active | AID 1461; also: % is scaled to controls: 0 for no effect and ±100 for the full control effect; nearly all actives have a fitted effect of over 50% in size; many of its hits are not listed in these tables
# Epigenetic derep = regulators of epigenetic silencing causing reporter derepression in mouse cells; Potency, µM (doses to about 53.9 µM), without a hit: top-dose GFP activation, usual class: activators; 0.2% of 280,000 active; murine LDR cells, GFP reporter derepression, 30 h; AID 1865; also: % of control where 0% means no effect; nearly all actives have a fitted effect of over 60% in size
#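 Murine LDR cells carrying a silenced, genomically integrated CMV-driven GFP reporter were exposed to compound for 30 hours at 37 C. After PBS washes, GFP-positive cells (20–120 um objects) were counted by laser-scanning microplate cytometry.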
# GAA spleen mod = inhibitors or activators of human alpha-glucosidase in spleen homogenate; P10253; human spleen homogenate, 4-MU-alpha-glucoside fluorescence; Potency, µM (highest dose often 79.9 µM), without a hit: at the top dose activity change, negative = inhibition, hits mostly inhibitors; 0.006% of 240,000 active; AID 2112;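 also: 0% = enzyme with vehicle and -100% = no enzyme basal signal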
#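 AC50 values come from Hill-equation fits of concentration-response data, normalized to no-enzyme and full-activity controls. Enzyme source: 1 ug human spleen homogenate; 1 mM fluorogenic 4-MU glucoside, pH 5.0 citrate buffer, 37 C, 40 min.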
# GAA glycogen = alters human alpha-glucosidase cleavage of glycogen | recombinant GAA, glycogen substrate, Amplex Red glucose oxidase fluorescence | P10253 | 0.38% of 300,000 active | Potency, µM (series often up to 76.4 µM), inactives show at the top dose activity change, negative = inhibition, actives largely listed as inhibitors;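 also: 0% = full enzyme reaction and -100% = no-enzyme basal signal; the screen sought inhibitors and activators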
#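 Recombinant human alpha-glucosidase (4 nM final) hydrolysed bovine liver glycogen (30 ug) for 40 min at 37 C in pH 5.0 citrate/phosphate with 0.01% Tween-20. Released glucose detected by glucose oxidase/Amplex Red, Ex 573/Em 610 nm. Compounds up to 77 uM; AC50 from Hill fits.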
# GAA inhib = alpha-glucosidase (human) inhibition; P10253; purified human GAA, 4-MU-alpha-glucoside fluorescence; Potency, µM (titrated, usually from 76.9 µM), for inactives: top-dose activity change, negative = inhibition, hits mostly inhibitors; 0.005% of 200,000 active; AID 1466;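 also: plate controls were uninhibited enzyme wells for no effect and no-enzyme background for full effect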
#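 Human alpha-glucosidase, 4 nM, pre-mixed with test compounds before 400 uM 4-methylumbelliferyl substrate; 20 min room temperature at pH 5.0. Fluorescence read after pH 10 stop; AC50 values from Hill-equation fits.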
# aGal spleen mod = inhibitors or activators of human alpha-galactosidase in spleen homogenate | P06280 | Potency, µM (series often up to 80 µM), for inactives: top-dose activity change, negative = inhibition, most hits filed as inhibitors | AID 2107 | human spleen homogenate, 4MU-alpha-Gal fluorescence, 40 min | 0.008% of 240,000 active;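 also: 0% = enzyme with vehicle and -100% = no enzyme basal signal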
# Target sequence (P06280 32-429 limits assumed): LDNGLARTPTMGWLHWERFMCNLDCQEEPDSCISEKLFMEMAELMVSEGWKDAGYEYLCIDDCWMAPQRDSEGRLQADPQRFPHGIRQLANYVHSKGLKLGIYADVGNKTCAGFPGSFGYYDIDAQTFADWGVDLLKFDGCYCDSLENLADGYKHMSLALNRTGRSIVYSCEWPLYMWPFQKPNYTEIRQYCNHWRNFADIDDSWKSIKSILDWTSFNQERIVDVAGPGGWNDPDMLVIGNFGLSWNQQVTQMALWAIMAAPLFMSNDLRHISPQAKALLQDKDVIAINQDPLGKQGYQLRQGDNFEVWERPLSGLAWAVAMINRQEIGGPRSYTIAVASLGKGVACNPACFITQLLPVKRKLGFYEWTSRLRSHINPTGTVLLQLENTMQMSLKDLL
#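 Human spleen homogenate (1 ug) as enzyme source, 4-methylumbelliferyl-alpha-D-galactopyranoside 1 mM final, citrate/phosphate pH 5.0 with 0.01% Tween-20. Compounds 40 min at 37C, NaOH/glycine stop; fluorescence Ex 365/Em 440, Hill-fit AC50.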
# An asterisk follows results filed as active; ? = inconclusive; . = not tested or not shown; [ ] = another dose, or the depositor's remark. Unless noted, calls follow the shape of the dose curve; as a rule, active = well fitted curve in the direction sought with a large enough effect; inconclusive = small, poorly fitted or top-dose-only effect, or another doubt; inactive = no such curve, though single readings can be large; an effect the other way counts as inactive or inconclusive. Potency is read from the fitted curve at half-maximal effect.
# Preview:
SMILES,ALDH1A1 block,Tau fluor cs,NPSR antag,Epigenetic derep,GAA spleen mod,GAA glycogen,GAA inhib,aGal spleen mod
NCCCC[C@H]1CNC(=S)N1CCc1cc(C(F)(F)F)cc(C(F)(F)F)c1,-5%,-4%,-10%,-4.5%,-9%,12%,.,-2%
CCOC(=O)COn1c(=O)c(-c2ccco2)[n+]([O-])c2ccccc21,-2%,-24%,-20%[46.1 µM],-0.3%,-2%,-5%,-8%,-9%

# The whole of this part, repeating the preview:
SMILES,ALDH1A1 block,Tau fluor cs,NPSR antag,Epigenetic derep,GAA spleen mod,GAA glycogen,GAA inhib,aGal spleen mod
NCCCC[C@H]1CNC(=S)N1CCc1cc(C(F)(F)F)cc(C(F)(F)F)c1,-5%,-4%,-10%,-4.5%,-9%,12%,.,-2%
CCOC(=O)COn1c(=O)c(-c2ccco2)[n+]([O-])c2ccccc21,-2%,-24%,-20%[46.1 µM],-0.3%,-2%,-5%,-8%,-9%
COc1cccc(NC(=O)CSCC(=O)O)c1,10%,-1%,-16%[46.1 µM],-0.1%,-4%,7%,4%,-8%
O=C(CSc1nnc(-c2ccccc2)c(-c2ccccc2)n1)N1CCc2ccccc21,?,-20%,-27%[46.1 µM],1.5%,-7%,4%,-12%,9%
COC(=O)CSc1nccc(C)n1,7%,3%,-5%,0.5%,5%,-10%,-3%,5%
Cc1ccc(OCCNC(=O)C2CCCCC2)cc1,4%,-6%,-12%,-2.8%,-1%,0%,-22%,2%
O=C(NC(=O)N1CCSCC1)c1c(Cl)cccc1Cl,.,-16%,40%,-2.1%,2%,6%,.,-1%
CC(/C=N/NC(=O)Cn1cnc2c1c(=O)n(C)c(=O)n2C)=C\c1ccco1,22µM*,-9%,43%,-0.3%,6%,-11%,-8%,11%
CS(=O)(=O)c1ccc2nc(NC(=O)Oc3ccccc3)sc2c1,3.2µM*,-5%,-14%[46.1 µM],-1.1%,5%,2%,?,-5%
CN(c1cccc(NC(=O)c2ccc(Cl)c(S(=O)(=O)Nc3ccccc3)c2)c1)S(C)(=O)=O,-15%,?,-19%[46.1 µM],0.0%,4%,-2%,-11%,-1%
O=C(NCCc1ccccc1)C(c1cccs1)N(C(=O)c1csnn1)C1CC1 (stereo unspecified),6%,-4%,-8%[46.1 µM],-8.8%,6%,17%,-2%,?
Oc1ccc(C2N=C(c3ccccc3)NC(c3ccccc3)=N2)cc1,-3%,-24%,-13%[46.1 µM],0.1%,-11%,3%,-1%,-2%
CC(=O)N1c2ccc([N+](=O)[O-])cc2NC(=O)CC1C (stereo unspecified),6%,-4%,13%,-3.2%,0%,-4%,4%,-8%
COc1ccccc1NC(=O)N1CCCC1C(=O)Nc1nnc(C(C)C)s1 (stereo unspecified),3%,-1%,1%[46.1 µM],1.0%,-4%,1%,5%,-2%
CS(=O)(=O)N1N=C(c2ccco2)CC1c1ccc(Cl)cc1Cl (stereo unspecified),?,-5%,6%,-2.3%,-1%,-5%,6%,-2%
Cc1ccc(CNC(=O)c2ccc3c(=O)n(CCCN4CCCC4=O)c(=S)[nH]c3c2)cc1,?,-24%,-22%[46.1 µM],-1.6%,-2%,16%,?,3%
CCOC(=O)CON1C(=O)C(=O)N(OCC(=O)OCC)[C@H]2CCCC[C@H]21,.,-27%,15%,-1.0%,5%,5%,.,4%
O=C(N/N=C\c1cn[nH]c1-c1ccccc1)c1ccc([N+](=O)[O-])cc1,-9%,-16%,-10%,0.0%,7%,-1%,-9%,13%
NNC(=O)c1nnn(-c2nonc2N)c1-c1cccs1,11µM*,-1%,4%[46.1 µM],-0.9%,2%,-7%,3%,0%
C/C(CC(=O)NC12CC3CC(CC(C3)C1)C2)=N\NC(=O)Cc1cccs1,8.9µM*,6%,6%,0.0%,-8%,13%,-1%,?
NC(N)=N/N=C/c1ccc(OCc2ccc(Cl)cc2)cc1,3%,-10%,?,-1.0%,0%,-1%,-3%,0%
O=c1cc(N2CCCCC2)c(-c2ccccc2)nn1Cc1c(Cl)cccc1Cl,?,-5%,10µM*,1.9%,-23%,1%,-6%,7%
Cc1ccccc1NS(=O)(=O)c1cc(S(C)(=O)=O)ccc1C,4%,4%,15%,-1.3%,-2%,3%,7%,13%
CCCCCC(=O)NNC(=S)NC(=O)c1cccc([N+](=O)[O-])c1,1.3µM*,-17%,2%,0.0%,-2%,?,4%,0%
Cc1ccc(NC(=O)CNCc2ccccc2)cc1Br,?,-17%,-9%,-2.5%,-1%,-3%,?,0%
COCCN(CC(=O)NCc1ccc(F)cc1)C(=O)CCC(=O)Nc1ccccn1,-6%,6%,-2%[46.1 µM],-1.0%,1%,2%,9%,3%
COc1ccc(C(=O)Nc2cccc(S(C)(=O)=O)c2)cc1OC,5%,-3%,11%,0.4%,5%,-2%,7%,11%
Cc1ccc(S(=O)(=O)CCSc2nc(C)cc(C)c2C#N)cc1,2µM*,-12%,-26%[46.1 µM],-2.1%,-3%,1%,-9%,0%
CC(/C=C/c1ccccc1F)=N\NC(=O)c1ccc(Cl)cc1,-12%,0%,-5%,2.9%,-2%,7%,2%,-4%
COc1ccc(-c2nnn(CC(=O)N(CCCN3CCOCC3)C(C(=O)NC3CCCC3)c3ccc(C)o3)n2)cc1 (stereo unspecified),5%,7%,10µM*,0.0%,1%,-1%,9%,3%
CNC(=S)/N=C/NOCc1c(Cl)cccc1Cl,?,-4%,-1%,-0.3%,3%,-21%,1%,-4%
COC(=S)Nc1cccc(C(F)(F)F)c1,1%,-10%,-14%,-2.8%,-2%,7%,1%,-2%
C[C@H](NS(=O)(=O)c1ccccc1)C(=O)OCC(=O)NC(=O)Nc1ccc2c(c1)OCCO2,14µM*,10%,6%,0.0%,7%,1%,-14%,2%
CNC(=O)c1c(NC(=O)c2cccc(N3C(=O)CCC3=O)c2)sc2c1CCCC2,.,-5%,-13%,2.3%,0%,1%,.,0%
CCOC(=O)c1cc2c(C)nn(-c3ccccc3)c2s1,-3%,-16%,4%[46.1 µM],-2.3%,-6%,4%,2%,-2%
Cc1cnc(C(=O)Nc2ccccc2-c2nnn(CC(=O)NC3CCCC3)n2)cn1,0%,2%,?,-0.8%,-2%,10%,1%,4%
COc1ccc(/C=N/n2cnnc2)cc1Br,.,-13%,-5%,-3.8%,-4%,11%,.,3%
O=C(CSc1nnc(-c2ccc(Cl)cc2)o1)N1CCN(c2ccccc2)CC1,5%,-12%,-2%[46.1 µM],-1.0%,-14%,-1%,5%,10%
Cc1c(NC(=O)C(C)Sc2nnc(-c3ccccc3)o2)c(=O)n(-c2ccccc2)n1C (stereo unspecified),-6%,1%,-7%[46.1 µM],-0.3%,2%,-5%,-8%,-3%
Cc1cccc(CS(=O)(=O)Cc2ccc(C(=O)NCCCN3CCCC3)o2)c1,5%,-7%,-6%[46.1 µM],-3.2%,-1%,-1%,0%,1%
Cc1ccc(CNC(=O)C2CCCN(c3nc4ccsc4c(=O)s3)C2)cc1 (stereo unspecified),?,4%,-42%,?,-4%,-6%,?,5%
CCOC(=O)C(C)Sc1nnc(Cc2cc(=O)[nH]c(=O)[nH]2)n1-c1ccc(Cl)cc1 (stereo unspecified),2%,6%,6%[46.1 µM],2.0%,-27%,4%,-5%,-10%
CCCCn1c(N)c(N2CCOCC2)c(=O)n(CC(=O)NCCc2ccccc2)c1=O,9%,3%,2%,2.1%,-10%,0%,-8%,1%
CCOC(=O)Cc1csc(NC(=O)c2cccnc2)n1,-2%,-1%,5%[46.1 µM],12%,-11%,2%,-4%,-7%
CCOC(=O)Cn1c(=NC(=O)CC)sc2c(C)cc(C)cc21,.,-6%,-16%,0.9%,-4%,2%,.,-9%
COc1ccc(C(=O)NNC(=O)CCn2nnc(-c3ccc(C)cc3)n2)cc1OC,?,-3%,5%,-2.2%,.,14%,-7%,7%
CN(C)c1nc(C(N)=O)nc(N2CCOCC2)n1,15%,-18%,4%[46.1 µM],-1.3%,-3%,1%,-3%,-4%
CCSc1nc2[nH]ncc2c(=O)[nH]1,11%,-4%,12%,0.0%,-1%,1%,9%,-7%
CS(=O)(=O)Nc1ccc(C(=O)NC2CCCC2)cc1,4%,1%,8%[46.1 µM],-3.3%,-9%,10%,0%,5%
COc1cc(C(=O)OCC(=O)Nc2sccc2C(N)=O)cc(OC)c1OC,-4%,-11%,-1%,8.4%,-6%,-7%,?,-4%

# Continued.
SMILES,ALDH1A1 block,Tau fluor cs,NPSR antag,Epigenetic derep,GAA spleen mod,GAA glycogen,GAA inhib,aGal spleen mod
FC(F)(F)c1nc2ccccc2nc1N/N=C/c1ccc(Cl)cc1,2%,-25%,?,1.0%,-8%,-5%,-6%,-5%
Cc1ccc(CS(=O)(=O)Cc2ccc(C(=O)NCC3CCCO3)o2)cc1 (stereo unspecified),-5%,11%,-10%[46.1 µM],-1.1%,-1%,-2%,10%,0%
CCOC(=O)C1C(=O)NC(c2ccccc2)=NC1c1ccc(Cl)cc1 (stereo unspecified),?,-17%,8%[46.1 µM],0.6%,-1%,-2%,4%,-20%
CCN(CC)c1ccc(/C=N/NC(=O)CCC(=O)NCc2ccccc2)c(O)c1,-11%,-20%,3%,0.0%,1%,-3%,7%,1%
Cc1nnc(SCC(=O)Nc2ccccc2C(=O)NC2CC2)s1,0%,-1%,6%,0.0%,-2%,-3%,5%,-5%
Cc1cc2oc(C(=O)N(Cc3cccs3)C3CCS(=O)(=O)C3)cc(=O)c2cc1Cl (stereo unspecified),.,-16%,-10%,-1.1%,5%,0%,.,3%
CCOc1ccccc1NC(=O)c1ccc([N+](=O)[O-])cc1,12%,-7%,-10%,-0.3%,-7%,-2%,10%,1%
COc1ccc2c(C(=O)CN3CCSCC3)c[nH]c2c1,28µM*,-24%,-11%,6.6%,6%,28%,-2%[15.4 µM],0%
CC1=C(C(N)=O)C(c2ccc(C)o2)C(C(N)=O)=C(C)N1,40µM*,-10%,3%[46.1 µM],0.0%,-7%,10%,-5%,7%
Cc1cc(C)nc(NC(=O)/C=C/c2cccs2)c1,?,-11%,-15%[46.1 µM],-1.0%,7%,6%,0%,12%
COc1cc(SC)ccc1C(=O)Nc1ccccc1C#N,4%,-4%,-12%[46.1 µM],1.1%,0%,6%,-7%,5%
Cc1[nH]nc(N)c1-c1ccc(Cl)cc1,12%,-4%,9%,1.1%,.,-1%,-11%,3%
CCN(C(=O)Cn1cnc2cc([N+](=O)[O-])ccc2c1=O)C1CCS(=O)(=O)C1 (stereo unspecified),7%,-8%,10%,-0.5%,-9%,12%,3%,4%

# These rows are one share of the data, so the mix of outcomes need not match the whole.
